Bioassay records deposited in PubChem BioAssay by Broad Institute.
Mtb BioA inh = blocks M. tuberculosis BioA enzyme activity; purified M. tuberculosis BioA enzyme, plate reader; inhibition, % at 9.99 µM; 0.096% of 360,000 active; AID 602481; in the data active = inhibition above about 40%
TcdB inh = inhibitors of Clostridioides difficile toxin B glycohydrolase | TcdB glycohydrolase enzymatic assay, plate reader | inhibition, % at 9.99 µM | 0.24% of 350,000 active | AID 652162; in the data active = inhibition above about 10%
* marks the source's active call; other numbers are inactive results.

SMILES	Mtb BioA inh	TcdB inh
Cc1ccc(S(=O)(=O)N(C)C[C@H]2Oc3ccc(NS(=O)(=O)c4c(C)noc4C)cc3C(=O)N([C@H](C)CO)C[C@H]2C)cc1	-1.3	0.7
C[C@@H]1CN([C@H](C)CO)C(=O)c2cc(C3=CCCC3)cnc2O[C@H]1CN(C)C(=O)c1ccccc1	4.7	1.5
CCC(=O)Nc1ccc2c(c1)OC[C@H](C)N(Cc1ccccc1C(=O)O)C[C@@H](C)[C@@H](OC)CN(C)C2=O	-0.6	-0.3
COc1ccc(NC(=O)N(C)C[C@@H]2Oc3ccc(NC(=O)Cc4cn(C)c5ccccc45)cc3C(=O)N([C@H](C)CO)C[C@H]2C)cc1	0.6	-0.8
C[C@H](CO)N1C[C@H](C)[C@@H](CN(C)Cc2ccccc2)OCCCC[C@H](C)Oc2ccc(NC(=O)Nc3ccc4c(c3)OCO4)cc2C1=O	-2.7	-0.6
C[C@H](CO)N1C[C@H](C)[C@@H](CN(C)Cc2ccccc2)Oc2ccc(NC(=O)Cc3ccccc3)cc2CC1=O	0.5	-0.4
O=C(Cc1ccccn1)N[C@H]1CC[C@H](CCNC(=O)c2cc(Cl)cc(Cl)c2)O[C@@H]1CO	3.3	-0.5
C[C@H](CO)N1C[C@H](C)[C@H](CN(C)CC2CCOCC2)Oc2ncc(C#Cc3ccc(F)cc3)cc2C1=O	1.1	0.5
O=C([C@H]1[C@H](CO)[C@H]2Cn3c(ccc(-c4ccccc4F)c3=O)[C@@H]1N2C(=O)C1CC1)N1CCCCC1	0.1	0.6
Cc1ccc(S(=O)(=O)Nc2cccc3c2O[C@@H](CN(C)Cc2ccc(C(F)(F)F)cc2)[C@@H](C)CN([C@@H](C)CO)C3=O)cc1	-1.5	-0.1
Cc1noc(C)c1S(=O)(=O)Nc1ccc2c(c1)C(=O)N([C@@H](C)CO)C[C@@H](C)[C@@H](CN(C)S(=O)(=O)c1ccccc1)OCCCC[C@@H](C)O2	2.2	-1.1
CCCC(=O)Nc1ccc2c(c1)C(=O)N(C)C[C@@H](OC)[C@H](C)CN(S(=O)(=O)c1cn(C)cn1)[C@H](C)CO2	-0.5	0.4
Cc1noc(C)c1NC(=O)Nc1ccc2c(c1)C(=O)N([C@H](C)CO)C[C@@H](C)[C@@H](CN(C)CC1CCCCC1)OCCCC[C@@H](C)O2	4.9	-0.9
CCC(=O)N1CCCCN2[C@@H](CO)[C@H](c3ccc(C#Cc4ccccc4)cc3)[C@@H]2C1	2.6	0.6
COc1cc2c(cc1O)C(c1cccs1)N(Cc1sc3ccccc3c1Cl)CC2 (centres undefined)	-1.1	-0.5
CCNC(=O)C[C@H]1CC[C@@H](NC(=O)C2CCOCC2)[C@@H](CO)O1	-0.8	0.9
C[C@H](CO)N1C[C@H](C)[C@H](CN(C)Cc2ccncc2)OCCCC[C@H](C)Oc2ccc(NC(=O)Nc3ccc4c(c3)OCO4)cc2C1=O	-0.6	0.5
COc1ccc(NC(=O)N(C)C[C@H]2Oc3ccc(NS(=O)(=O)c4ccc(Cl)cc4)cc3C(=O)N([C@H](C)CO)C[C@@H]2C)cc1	-0.3	-1.1
C[C@@H]1CN([C@H](C)CO)C(=O)c2cc(C#CCN(C)C)cnc2O[C@@H]1CN(C)C(=O)Cc1cccnc1	1.4	-0.7
O=C(C[C@H]1CC[C@H](NS(=O)(=O)c2ccc(F)cc2)[C@@H](CO)O1)NCCN1CCCCC1	-0.7	0.7
C/C=C/c1ccc([C@H]2[C@H]3CN(C(=O)Nc4cc(F)ccc4F)CCCCN3[C@H]2CO)cc1	-2.9	-0.1
CC(C)NC(=O)Nc1ccc2c(c1)CC(=O)N([C@H](C)CO)C[C@H](C)[C@H](CN(C)Cc1ccncc1)O2	-5.1	0.7
C[C@@H]1CN([C@H](C)CO)C(=O)Cc2cc(NS(=O)(=O)c3cn(C)cn3)ccc2O[C@@H]1CN(C)S(=O)(=O)c1cn(C)cn1	-4.3	-0.4
C[C@@H]1CCCCO[C@H](CN(C)C(=O)NC2CCCCC2)[C@@H](C)CN([C@@H](C)CO)C(=O)c2cc(NS(=O)(=O)c3ccccc3)ccc2O1	1.3	0.0
O=C(N1CCCCC1)[C@@]1(Cc2ccccc2)COC(c2ccc(OCCCO)cc2)=N1	-1.0	0.3
Cc1noc(C)c1S(=O)(=O)Nc1ccc2c(c1)C(=O)N([C@@H](C)CO)C[C@H](C)[C@H](CN(C)Cc1ccc(C(=O)O)cc1)OCCCC[C@H](C)O2	-6.8	0.1
C[C@@H]1CN([C@@H](C)CO)C(=O)c2cc(NC(=O)Nc3cccc4ccccc34)ccc2O[C@H]1CN(C)CC1CCCCC1	0.1	-0.8
O=C(c1ccccc1)N1C[C@H]2[C@@H](c3ccccc31)[C@@H](CO)N2Cc1ccccc1F	-4.8	0.5
O=C(NC[C@H]1[C@H](c2ccccc2)[C@@H](CO)N1C(=O)Cc1cccnc1)C1CC1	4.6	-1.9
Cc1ccc(S(=O)(=O)N2CC[C@@H]3[C@@H](CO)Nc4ccc(-c5ccccc5F)cc4[C@@H]32)cc1	-2.5	-1.1

Record cards, from the list above. Values in the order: Mtb BioA inh | TcdB inh
Results for O=C(C[C@H]1CC[C@H](NS(=O)(=O)c2ccc(F)cc2)[C@@H](CO)O1)NCCN1CCCCC1 : -0.7 | 0.7
Results for O=C([C@H]1[C@H](CO)[C@H]2Cn3c(ccc(-c4ccccc4F)c3=O)[C@@H]1N2C(=O)C1CC1)N1CCCCC1 : 0.1 | 0.6
Results for O=C(c1ccccc1)N1C[C@H]2[C@@H](c3ccccc31)[C@@H](CO)N2Cc1ccccc1F : -4.8 | 0.5

(list continues)
SMILES	Mtb BioA inh	TcdB inh
CO[C@H]1CC[C@H]2CCN(C)C(=O)[C@@H](C)N(C)C(=O)c3cc(C#N)ccc3OC[C@@H]1O2	-1.1	-0.9
C[C@@H]1CN([C@H](C)CO)C(=O)c2cc(NS(=O)(=O)c3cccs3)ccc2O[C@H]1CN(C)C(=O)Nc1ccc(C(F)(F)F)cc1	1.3	1.1
O=C(NCC[C@@H]1CC[C@H](NS(=O)(=O)c2ccc(F)cc2)[C@H](CO)O1)c1ccc2c(c1)OCO2	-0.5	-2.4
O=C(C[C@H]1CC[C@H]2[C@@H](COC[C@@H](O)CN2C(=O)Cc2ccccc2)O1)NC1CCC1	-0.1	-1.3
CC(C)NC(=O)N(C)C[C@H]1Oc2ccc(NC(=O)Cc3ccccc3)cc2CC(=O)N([C@H](C)CO)C[C@@H]1C	6.5	-2.1
C[C@@H]1CN([C@@H](C)CO)C(=O)Cc2cc(NC(=O)CCN3CCOCC3)ccc2O[C@H]1CN(C)S(=O)(=O)c1ccccc1	-0.4	0.4
C[C@@H]1CN([C@H](C)CO)C(=O)c2cc(C#Cc3cccnc3)cnc2O[C@@H]1CN(C)C(=O)CC1CC1	0.1	0.9
C[C@@H]1CN([C@@H](C)CO)C(=O)c2cc(NC(=O)c3ccncc3)ccc2O[C@H]1CN(C)Cc1ccc2c(c1)OCO2	3.0	1.1
C[C@@H]1CCCCO[C@@H](CN(C)Cc2ccncc2)[C@@H](C)CN([C@H](C)CO)C(=O)c2cc(NS(=O)(=O)c3cccs3)ccc2O1	1.6	-0.1
COCC(=O)N(C)C[C@@H]1Oc2ncc(C#C[C@@H](C)O)cc2C(=O)N([C@H](C)CO)C[C@@H]1C	-0.3	0.1
COc1ccc(C#Cc2ccc([C@@H]3[C@@H](CO)N4CCCCN(C(=O)Cc5ccccc5)C[C@@H]34)cc2)cc1	-4.6	0.7
C[C@@H]1CN([C@@H](C)CO)C(=O)Cc2cc(NS(=O)(=O)c3cn(C)cn3)ccc2O[C@@H]1CN(C)Cc1ccc(Cl)c(Cl)c1	2.3	0.7
C/C=C/c1ccc2c(c1)O[C@H](CN(C)C(=O)Nc1cc(F)ccc1F)[C@H](C)CN([C@@H](C)CO)S2(=O)=O	-2.8	-7.7
CCCNC(=O)C[C@@H]1C[C@@H]2c3cc(NC(=O)Nc4ccccc4F)ccc3O[C@@H]2[C@H](CO)O1	-2.2	-0.9
COCC(=O)N(C)C[C@@H]1Oc2cc(C#CC(C)(C)O)ccc2S(=O)(=O)N([C@@H](C)CO)C[C@H]1C	3.2	1.8
CCS(=O)(=O)N[C@H]1C=C[C@H](CC(=O)NC2Cc3ccccc3C2)O[C@H]1CO	-2.7	-0.3
C[C@@H]1CN([C@@H](C)CO)C(=O)c2cc(NC(=O)CCC(F)(F)F)ccc2O[C@@H](C)CCCCO[C@@H]1CN(C)C(=O)C1CCCCC1	6.3	-0.5
C[C@@H]1CN([C@@H](C)CO)C(=O)c2cc(N(C)C)ccc2O[C@@H](C)CCCCO[C@@H]1CN(C)C(=O)Nc1ccccc1	0.0	-21.2
C[C@@H]1CN([C@H](C)CO)C(=O)c2cc(C#CCN(C)C)cnc2O[C@H]1CN(C)C(=O)c1cccc(F)c1	-1.7	1.3
[N-]=[N+]=Nc1ccccc1C[C@@]1(C(=O)N2CCOCC2)N=C(c2ccc(OCCCO)cc2)O[C@@H]1c1ccccc1	1.1	-0.5
COc1ccc(NC(=O)N(C)C[C@H]2Oc3ccc(NC(=O)CCC(F)(F)F)cc3CC(=O)N([C@@H](C)CO)C[C@H]2C)cc1	-0.4	-1.4
COCC#Cc1ccc2c(c1)O[C@H](CN(C)Cc1cncnc1)[C@H](C)CN([C@@H](C)CO)S2(=O)=O	-0.6	0.6
O=C(N[C@@H]1CC[C@H](CC(=O)N2CCCCC2)O[C@@H]1CO)c1ccccn1	2.6	0.2
O=C(N[C@H]1CC[C@@H](CCNC(=O)C2CCCCC2)O[C@H]1CO)c1ccncc1	-3.3	-0.2
CC(C)C#Cc1ccc([C@H]2[C@@H](CO)N3CCCCN(CC4CC4)C[C@@H]23)cc1	-4.3	-0.8
Cc1noc(C)c1S(=O)(=O)N(C)C[C@@H]1OCCCC[C@@H](C)Oc2ccc(NC(=O)CCCN(C)C)cc2C(=O)N([C@H](C)CO)C[C@H]1C	-1.2	0.1
Cc1noc(C)c1NC(=O)N(C)C[C@@H]1Oc2ccc(N(C)C)cc2C(=O)N([C@@H](C)CO)C[C@H]1C	-3.1	-0.2
COc1ccccc1S(=O)(=O)N[C@@H]1CC[C@@H](CCn2cc(C3CC3)nn2)O[C@H]1CO	1.2	-0.4
O=C(N[C@@H]1CC[C@H](CCNS(=O)(=O)c2ccc(F)cc2)O[C@H]1CO)C1CCCC1	5.3	0.4
CCCNC(=O)C[C@@H]1C[C@H]2c3cc(NC(=O)C4CCC4)ccc3O[C@H]2[C@@H](CO)O1	-0.5	1.5

Given as a markdown table: entries from further up
| compound | Mtb BioA inh | TcdB inh |
| --- | --- | --- |
| CCC(=O)Nc1ccc2c(c1)OC[C@H](C)N(Cc1ccccc1C(=O)O)C[C@@H](C)[C@@H](OC)CN(C)C2=O | -0.6 | -0.3 |
| COc1ccc(NC(=O)N(C)C[C@@H]2Oc3ccc(NC(=O)Cc4cn(C)c5ccccc45)cc3C(=O)N([C@H](C)CO)C[C@H]2C)cc1 | 0.6 | -0.8 |
| C[C@H](CO)N1C[C@H](C)[C@@H](CN(C)Cc2ccccc2)OCCCC[C@H](C)Oc2ccc(NC(=O)Nc3ccc4c(c3)OCO4)cc2C1=O | -2.7 | -0.6 |
| C[C@H](CO)N1C[C@H](C)[C@@H](CN(C)Cc2ccccc2)Oc2ccc(NC(=O)Cc3ccccc3)cc2CC1=O | 0.5 | -0.4 |
| O=C(Cc1ccccn1)N[C@H]1CC[C@H](CCNC(=O)c2cc(Cl)cc(Cl)c2)O[C@@H]1CO | 3.3 | -0.5 |

Next part
SMILES	Mtb BioA inh	TcdB inh
CCC(=O)N(C)C[C@@H]1Oc2ncc(C#CCc3ccccc3)cc2C(=O)N([C@H](C)CO)C[C@@H]1C	-2.0	-0.5
C[C@@H]1CN([C@@H](C)CO)C(=O)Cc2cc(NS(=O)(=O)c3cn(C)cn3)ccc2O[C@H]1CN(C)Cc1ccc(Cl)c(Cl)c1	1.3	1.5
CCC(=O)N1[C@H](CO)[C@@H](c2ccccc2)[C@@H]1CN(C)C(=O)c1ccccc1F	-1.8	-0.8
O=C(NCc1ccc(F)cc1)[C@@H]1[C@@H](CO)[C@@H]2Cn3c(cccc3=O)[C@H]1N2CC1CC1	-0.6	-1.1
COc1ccc(NC(=O)Nc2ccc3c(c2)C(=O)N([C@@H](C)CO)C[C@H](C)[C@H](CN(C)S(=O)(=O)c2cccs2)OCCCC[C@@H](C)O3)cc1	0.3	-0.3
CC(C)NC(=O)N(C)C[C@H]1OCc2ccccc2-c2ccccc2C(=O)N([C@@H](C)CO)C[C@H]1C	0.9	0.1
CC(C)NC(=O)N1CCCCN2[C@H](C1)[C@H](c1ccc(C#C[C@H](C)O)cc1)[C@@H]2CO	-1.8	-0.6
Cc1cccc(S(=O)(=O)N[C@@H]2CC[C@@H](CCNC(=O)Nc3cc(F)ccc3F)O[C@H]2CO)c1	-3.7	-0.6
C[C@H]1CN([C@@H](C)CO)C(=O)c2cc(NS(=O)(=O)c3ccccc3)ccc2O[C@H]1CN(C)S(=O)(=O)c1cn(C)cn1	-1.0	-0.2
CN1CCN(C(=O)C[C@@H]2CC[C@H]3[C@@H](COC[C@H](O)CN3Cc3cccc(Cl)c3)O2)CC1	-0.3	-2.2
O=C(C[C@@H]1C[C@@H]2c3cc(NC(=O)C4CCOCC4)ccc3O[C@@H]2[C@@H](CO)O1)NCc1ccc(Cl)cc1	-2.0	-0.3
CC(C)[C@H](C)NC(=O)N(C)C[C@@H]1OCc2ccccc2-c2ccccc2C(=O)N([C@@H](C)CO)C[C@@H]1C	0.4	0.3
O=C(O)[C@H]1[C@H](CO)[C@H]2Cn3c(ccc(-c4ccccc4)c3=O)[C@@H]1N2CC1CCCCC1	-0.6	0.2
C[C@@H]1CCCCO[C@@H](CN(C)Cc2ccc(Cl)c(Cl)c2)[C@@H](C)CN([C@H](C)CO)C(=O)c2cc(NS(=O)(=O)c3ccccc3)ccc2O1	-1.9	-0.8
C[C@H]1CCCCO[C@@H](CN(C)Cc2ccccc2)[C@@H](C)CN([C@@H](C)CO)C(=O)c2cc(NC(=O)c3ccncc3)ccc2O1	-1.1	-1.4

This is a subset, so the mix of outcomes need not match the whole.
